Growth percent in the NCI-60 one-dose screen (48 h, 10 µM unless noted): 100 = growth as untreated, 0 = no growth, -100 = all killed.
MCF7 – MCF7 breast cancer; actives 6.3% (n = 82,000)
MDA-MB-231 – MDA-MB-231 breast cancer; actives 5% (n = 81,000)
MDA-MB-468 – MDA-MB-468 breast cancer | AID 2202374 | actives 8.5% (n = 78,000)
SR – SR leukemia cells | actives 8.7% (n = 73,000) | AID 1794780
T-47D – T-47D breast cancer; actives 5% (n = 79,000)
BT-549 – BT-549 breast cancer; actives 4.4% (n = 78,000); AID 1794793
HS 578T – HS 578T breast cancer; actives 4.1% (n = 78,000)
K-562 – K-562 leukemia; actives 7.4% (n = 78,000)
* = called active by the depositor; nt = not tested or not shown; & = joins results of further samples; [ ] = another dose, or the depositor's remark. Rule for the calls: active = growth percent below 10; inactive = the rest.

The opening 6 compounds, ahead of the listing:
| structure | MCF7 | MDA-MB-231 | MDA-MB-468 | SR | T-47D | BT-549 | HS 578T | K-562 |
| --- | --- | --- | --- | --- | --- | --- | --- | --- |
| CCC(C)(c1ccccc1)c1ccccc1 | 107.8 | 106.5 | 99.3 | nt | 101.4 | 106.2 | 109.0 | 105.7 |
| CCOc1cc2c(cc1OCC)C1CN(C2)Cc2cc(OCC)c(OCC)cc21 | 95.0 | 89.3 | 102.6 | 85.0 | 89.8 | 95.3 | 88.3 | 92.6 |
| C=C(C)[C@@H]1CC[C@]2(C)[C@H](CC=C3[C@@H]4CC(C)(C)CC[C@]4(C(=O)N4CCOCC4)CC[C@]32C)[C@@]1(C)CCC#N | 72.3 | 76.7 | 56.4 | 71.9 | 47.2 | 91.6 | 83.4 | 67.1 |
| COC(=O)[C@]12CC[C@@H](C)[C@H](C)[C@@H]1C1=CC[C@@H]3[C@@]4(C)C(C=O)=C[C@@](C)(CO)C4=CC[C@@]3(C)[C@]1(C)CC2 | 18.1 | 53.2 | 20.0 | 15.5 | 20.8 | 27.7 | 47.5 | 16.4 |
| Cc1cc(-c2cc(C)c(O)c(C)c2)cc(C)c1O | 91.6 | 75.6 | 26.1 | nt | 93.7 | 65.7 | 85.1 | 31.9 |
| O=C(O)CC(O)(c1ccccc1)c1ccccc1 | 94.5 | 97.8 | 75.6 | 102.9 | 93.2 | 116.8 | 98.0 | 100.5 |

Main list, repeating the preview:
| structure | MCF7 | MDA-MB-231 | MDA-MB-468 | SR | T-47D | BT-549 | HS 578T | K-562 |
| --- | --- | --- | --- | --- | --- | --- | --- | --- |
| CCC(C)(c1ccccc1)c1ccccc1 | 107.8 | 106.5 | 99.3 | nt | 101.4 | 106.2 | 109.0 | 105.7 |
| CCOc1cc2c(cc1OCC)C1CN(C2)Cc2cc(OCC)c(OCC)cc21 | 95.0 | 89.3 | 102.6 | 85.0 | 89.8 | 95.3 | 88.3 | 92.6 |
| C=C(C)[C@@H]1CC[C@]2(C)[C@H](CC=C3[C@@H]4CC(C)(C)CC[C@]4(C(=O)N4CCOCC4)CC[C@]32C)[C@@]1(C)CCC#N | 72.3 | 76.7 | 56.4 | 71.9 | 47.2 | 91.6 | 83.4 | 67.1 |
| COC(=O)[C@]12CC[C@@H](C)[C@H](C)[C@@H]1C1=CC[C@@H]3[C@@]4(C)C(C=O)=C[C@@](C)(CO)C4=CC[C@@]3(C)[C@]1(C)CC2 | 18.1 | 53.2 | 20.0 | 15.5 | 20.8 | 27.7 | 47.5 | 16.4 |
| Cc1cc(-c2cc(C)c(O)c(C)c2)cc(C)c1O | 91.6 | 75.6 | 26.1 | nt | 93.7 | 65.7 | 85.1 | 31.9 |
| O=C(O)CC(O)(c1ccccc1)c1ccccc1 | 94.5 | 97.8 | 75.6 | 102.9 | 93.2 | 116.8 | 98.0 | 100.5 |
| Cc1ccc(S(=O)(=O)CCCCl)cc1 | 92.1 | 99.1 | 90.4 | 104.5 | 94.7 | 99.8 | 99.8 | 103.7 |
| Cc1nc(N/N=C/c2cn(-c3ccccc3)nc2-c2cc3ccccc3oc2=O)sc1N=Nc1ccccc1 | 68.3 | 87.7 | 89.7 | 29.9 | 83.2 | 78.3 | 90.2 | 34.0 |
| CCCCCCCCCC(C)(N)C(=O)O (configuration not stated) | 96.2 | 100.8 | 96.1 | 103.9 | 101.9 | 86.6 | 94.3 | 100.9 |
| CCc1c(N=O)c(-c2ccccc2)n(O)[n+]1[O-] | 107.1 | 110.8 | nt | 91.2 | 104.9 | 94.5 | 99.9 | 94.3 |
| Cc1cc2c(C(C)C)c(O)c(O)c(C(=O)C(=O)NC3CCCCC3)c2c(O)c1-c1c(C)cc2c(C(C)C)c(O)c(O)c(C(=O)C(=O)NC3CCCCC3)c2c1O | 101.0 | 90.6 | 96.1 | 106.5 | 105.7 | 101.3 | 84.8 | 102.3 |
| Cc1nc2ccccc2c2c(N)cccc12 | 97.2 | 106.1 | 111.8 | 87.4 | 103.1 | 110.1 | 101.1 | 100.8 |
| COc1c(N2CC3CCCNC3C2)c(F)cc2c(=O)c(C(=O)N/N=C/c3ccccc3)cn(C3CC3)c12 (configuration not stated) | 84.1 | 94.9 | 83.7 | 8.2* | 100.9 | 106.1 | 97.7 | 54.1 |
| CC(C)CN1CC(C)C(=O)N(c2ccccc2)C1=S (configuration not stated) | 101.2 | 106.2 | 110.1 | nt | 103.7 | 101.7 | 107.0 | 114.9 |
| N#Cc1c(-c2cccs2)cc(-c2cnccn2)nc1SCC(=O)Nc1ccc(F)cc1 | 85.1 | 89.0 | 110.4 | 98.8 | 106.8 | 88.8 | 104.6 | 93.1 |
| O=S1(=O)CC(N2CCCCC2)C1CN1CCCCC1 (configuration not stated) | 97.9 | 128.9 | 91.9 | 87.6 | 100.4 | 106.6 | 113.0 | 95.4 |
| COc1ccc(-n2c(/C=C/c3ccc(O)c(OC)c3)cc(/C=C/c3ccc(O)c(OC)c3)nc2=O)cc1 | 19.7 | 43.8 | 29.0 | 14.2 | 51.8 | 30.9 | 62.5 | 11.8 |
| c1csc(-c2ccn[nH]2)c1 | 103.2 | 113.1 | 96.8 | 68.1 | 103.1 | 108.4 | 110.6 | 102.1 |
| c1ccc(-c2cn3c(-c4c[nH]c5ccccc45)csc3n2)cc1 | 40.3 | 61.7 | 3.4* | 61.7 | 31.9 | 41.4 | 68.9 | 36.5 |
| CCOC(=O)C(Nc1ccc(F)cc1)c1cc(C(C)C)c(N)c(C(C)C)c1 (configuration not stated) | 100.6 | 110.5 | 99.0 | 95.6 | 94.5 | 103.9 | 117.3 | 95.7 |
| COC1=C(Br)C(=O)C(OC)=C(Br)C1=O | 83.0 | nt | 89.2 | 42.7 | 105.8 | 95.9 | nt | 31.7 |
| CCOC(=O)C1CC(=O)C(C(=O)OCC)CC1=O (configuration not stated) | 89.6&87.8 | 99.8 | 103.1&98.2 | 92.0&93.3 | 112.1 | 94.2&98.6 | 102.9&116.0 | 117.4&101.1 |
| COc1ccc(-n2c(SCc3n[nH]c(=S)n3C(=O)c3ccc(Br)cc3)nc3cc(OC)c(OC)cc3c2=O)cc1 | 97.5 | 100.0 | 96.3 | 80.8 | 97.5 | 103.9 | 108.4 | 99.0 |
| COc1cc2c(cc1O)[C@@H]1[C@H](c3ccccc3Cl)OC(=O)N1CC2 | 103.6 | 103.1 | 100.9 | 108.0 | 102.3 | 107.1 | 103.1 | 98.4 |
| c1cc2c3c(cccc3c1)-c1nc3ccccc3nc1-2 | 33.8 | 78.7 | 34.3 | 76.4 | 67.4 | 92.7 | nt | 89.3 |
| CN1CCN(CCNC(=O)n2cc(-c3ccncc3)c(-c3cc(O)cc(Cl)c3)n2)CC1 | 95.2 | 78.9 | 82.2 | 82.4 | 80.5 | 100.8 | 79.7 | 85.0 |
| CC1=C2C(=C[C@@](C)(CO)[C@@H]2O)/C(=N\N)[C@](C)(O)C12CC2 | -6.9* | -21.0* | -90.8* | nt | -11.8* | -71.7* | -12.5* | 19.3 |
| O=C1c2cccnc2C(=O)c2c1c(C(=O)OCCN1CCOCC1)c1ccccn21 | -45.9* | 9.0* | -2.6* | -10.1* | 9.4* | -13.3* | 30.3 | -16.0* |
| Nc1ccc2c(c1)NC(=O)CN2 | 92.6 | 108.1 | 110.6 | 114.4 | 90.2 | 96.6 | 99.6 | 117.0 |
| O=C(N/N=C/[C@H](O)[C@H](O)[C@H](O)CO)c1ccc(NC(=O)c2cccnc2)cc1 | 92.0 | 94.5 | 113.3 | 99.9 | 99.2 | 101.9 | 98.4 | 104.5 |
| Cc1cccc(C(=O)Nc2cccc(C#Cc3cccc4[nH]nc(N)c34)c2)c1 | 58.9 | 65.2 | 95.7 | 54.8 | 61.4 | 86.2 | 59.4 | 11.3 |
| CC(=O)C1CCC2C3CC(C)C4=CC(=O)CCC4(C)C3(F)C(=O)CC12C (configuration not stated) | 94.5 | 100.4 | 104.4 | 71.6 | 98.0 | 98.0 | nt | 78.5 |
| Clc1c(-c2ccccc2)oc2nc3ccccc3nc12 | 25.5[100 µM] | 92.3[100 µM] | 43.3[100 µM] | 88.9[100 µM] | 35.5[100 µM] | 94.6[100 µM] | 88.0[100 µM] | 95.7[100 µM] |
| OC(COc1cccc2ccccc12)CN1CCN(c2cccc(Cl)c2)CC1 (configuration not stated) | 101.2 | 107.8 | nt | nt | 89.4 | 122.1 | 121.0 | 84.0 |
| O=C(Cn1cc(COn2nnc3ccccc32)nn1)Nc1cc(F)ccc1F | 99.6 | 103.9 | 98.5 | 93.8 | 97.6 | 115.5 | 104.2 | 98.2 |
| CC(C)(C)OC(=O)NC[C@H](N)C(=O)O | 111.3[20 µM] | 99.7[20 µM] | 92.6[20 µM] | nt | 100.8[20 µM] | 101.7[20 µM] | 113.2[20 µM] | 102.7[20 µM] |
| NC(=O)C(O)C(O)C(N)=O (configuration not stated) | 97.5 | 110.8 | 118.8 | 98.7 | 101.7 | 106.4 | 112.1 | 97.9 |
| COc1ccc(OC)c(Nc2nnc(-c3ccc(OC)c(OC)c3)o2)c1 | 104.0 | 96.1 | 93.1 | 95.7 | 92.6 | 100.3 | 111.7 | 89.8 |
| COc1cccc(OC)c1-c1cnc2nonc2n1 | 88.8 | 99.6 | 87.9 | 107.6 | 92.5 | 106.4 | 103.6 | 97.4 |
| Cc1ccc(C(=O)Nc2ccccc2N)cc1 | 74.8 | 69.7 | 79.1 | 68.0 | nt | 61.5 | 71.4 | 62.5 |
| CC/C(=C(/c1ccc(O)cc1)c1ccc(OCCN2CCCCC2)cc1)c1ccc(OC)cc1 | 11.5 | 55.1 | 60.7 | -23.3* | 43.4 | 79.2 | 92.2 | -30.8* |
| c1ccc([P+](Cc2ccccc2C[P+](c2ccccc2)(c2ccccc2)c2ccccc2)(c2ccccc2)c2ccccc2)cc1 | 100.5 | 90.3 | nt | 82.3 | 91.5 | 116.9 | 99.0 | nt |
| Cc1nc2cc(Nc3nc(N4CCCCC4)nc(N4CCOCC4)n3)ccc2n1Cc1ccccc1 | 65.5 | 9.6* | 70.1 | 25.2 | -8.0* | 63.2 | 34.6 | 84.3 |
| CCOC(=O)C(Cc1ccccc1)n1c(O)c(/C=N/c2ncn[nH]2)sc1=S (configuration not stated) | 91.9 | 109.9 | 104.1 | 91.3 | 65.6 | 81.9 | 89.3 | 75.1 |
| C=CCCC(C)(C(=O)OCC)C(=O)OCC | 98.1 | 132.0 | 107.7 | 86.2 | 96.2 | 103.6 | 136.1 | 107.6 |
| O=C(Nc1ccc(F)cc1)Nc1ccc(CCO)cc1 | 108.7 | 113.9 | 105.4 | 103.3 | 103.7 | 108.4 | 105.8 | 102.9 |
| CC(NC(=O)c1cccc2c1Oc1ccccc1S2)C(=O)O (configuration not stated) | 99.9 | 113.7 | 105.5 | 96.5 | 95.3 | 101.2 | 115.7 | 93.6 |
| NS(=O)(=O)c1ccc(NC(=O)N2CCN(C(=O)COc3ccc(Cl)cc3)CC2)cc1 | 101.5 | 97.6 | 90.9 | 109.5 | 106.7 | 99.9 | 91.3 | 108.1 |
| O=C(Nc1ccc(F)c(Cl)c1)c1cc(-c2ccc(F)cc2F)ccc1O | -16.1* | -24.5* | -44.4* | nt | -6.7* | -37.6* | -3.0* | 6.2* |
| CC(C)OCc1cn[nH]n1 | 101.8 | 110.1 | 106.2 | 103.9 | 105.0 | 104.5 | 112.2 | 95.6 |
| C=C(C)[C@@H]1CC[C@]2(NC(=O)Nc3ccccn3)CC[C@]3(C)[C@H](CC[C@@H]4[C@@]5(C)CCC(=O)C(C)(C)[C@@H]5CC[C@]43C)[C@@H]12 | 80.4 | 81.7 | 82.4 | 28.6 | 48.1 | 92.4 | 81.5 | 55.6 |
| Cc1ccccc1OCc1cn(Cc2ccc(-c3ccccc3-c3nn[nH]n3)cc2)nn1 | 96.5 | 115.5 | 107.6 | 120.7 | 83.0 | 98.3 | 105.8 | 121.2 |
| NC(=S)N/N=C\Cn1cc([N+](=O)[O-])c(=O)[nH]c1=O | 94.1 | 101.5 | 102.4 | 94.0 | 112.7 | 101.8 | 104.0 | 103.8 |
| C=CCn1c(SCC(=O)Nc2ccc(OC)cc2)nnc1-c1ccc(Cl)cc1 | 94.9 | 85.3 | 81.0 | 74.3 | 95.5 | 105.7 | 92.2 | 89.6 |
| COc1cccc(N2CCN(C3=CC(=O)C(C)=C(C)C3=O)CC2)c1 | 95.4 | 88.1 | 72.9 | 91.5 | 90.3 | 102.7 | 89.2 | 91.3 |
| N#Cc1ccc(C(F)(F)F)nc1N1CCC(C(=O)Nc2ccc(C(F)(F)F)cc2)CC1 | 61.8 | 83.6 | 83.6 | 60.1 | 73.0 | 81.0 | 108.0 | 47.8 |

Next part
| structure | MCF7 | MDA-MB-231 | MDA-MB-468 | SR | T-47D | BT-549 | HS 578T | K-562 |
| --- | --- | --- | --- | --- | --- | --- | --- | --- |
| Cc1ccc(C)c(Cn2c(N3CCC(C(=O)NCc4cccs4)CC3)nc3ccccc32)c1 | 104.1 | 90.1 | 110.3 | 94.5 | 99.8 | 94.6 | 105.6 | 96.3 |
| COC1OC2COC(c3ccccc3)OC2C(O)C1NC(C)=O (configuration not stated) | 107.7 | 97.4 | 96.8 | 97.7 | 103.5 | 114.9 | nt | 107.3 |
| CCN1CCN(C(=O)NC(C(=O)N[C@@H]2C(=O)N3[C@@H]2SC(C)(C)[C@@H]3C(=O)O)c2ccccc2)C(=O)C1=O (some centres not stated) | 110.3 | 105.6 | 101.0 | 107.1 | 100.0 | 98.8 | 133.1 | 116.1 |
| COc1cccc2c1C(=O)c1c(O)c3c(c(O)c1C2=O)C[C@@](O)(/C(C)=N/NC(=O)c1ccc(Cl)cc1)C[C@@H]3OC1CC(N)C(O)C(C)O1 (some centres not stated) | -13.8* | -1.5* | -65.1* | -34.1* | -11.6* | -45.3* | -28.4* | -19.5* |
| CC1SC(c2ccc(N(C)C)cc2)N(NC(=O)C(O)(c2ccccc2)c2ccccc2)C1=O (configuration not stated) | 117.9 | 99.1 | nt | 90.0 | 87.6 | 93.1 | 103.3 | 86.1 |
| COc1ccc(OC)cc1 | 99.4 | 105.3 | nt | 93.3 | 103.9 | 110.0 | nt | 99.4 |

Source: PubChem BioAssay
